Assay outcomes as filed in PubChem BioAssay.
NR2E3 ag-1: human photoreceptor-specific nuclear receptor agonism; Q9Y5X4; CHO-S Gal4-NCOR/VP16-NR2E3 two-hybrid, luciferase; inhibition of corepressor binding, % at 3.98 µM; actives 0.35% (n = 360,000); AID 602229;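 active means inhibition above the mean of all tested compounds plus 3 SD, cut at about 70% in these data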;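 further: 0% = DMSO with NR2E3 transfected cells and 100% = cells lacking NR2E3 construct; higher means lower luciferase signal from less NR2E3 corepressor binding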
Target sequence (Q9Y5X4 whole entry, looked up, the tested form may be a part): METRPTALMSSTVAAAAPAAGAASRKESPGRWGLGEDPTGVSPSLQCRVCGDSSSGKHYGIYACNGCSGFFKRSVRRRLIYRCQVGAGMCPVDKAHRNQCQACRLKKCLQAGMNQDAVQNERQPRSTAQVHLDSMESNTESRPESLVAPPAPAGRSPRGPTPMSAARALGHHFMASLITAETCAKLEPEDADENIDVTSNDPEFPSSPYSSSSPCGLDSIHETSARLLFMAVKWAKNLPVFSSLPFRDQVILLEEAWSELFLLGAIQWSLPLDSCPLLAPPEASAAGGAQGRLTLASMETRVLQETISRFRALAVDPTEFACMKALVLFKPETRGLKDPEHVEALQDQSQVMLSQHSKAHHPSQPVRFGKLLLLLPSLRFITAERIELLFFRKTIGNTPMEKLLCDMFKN
HIF-2a inh: inhibitors of HIF-2a. 786-0 RCC cells HIF-2a reporter, luciferase luminescence, overnight. inhibition, % at 18.8 µM. actives 0.72% (n = 360,000);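 active means inhibition of the luminescence signal of 40% or more relative to plate controls, in a single-dose primary screen at 18.75 µM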
CaV13 FRET inh: Disruptors of the CACNA1D IQ motif to Ca2+-dependent inactivation inhibitor domain association, primary screening, Förster resonance energy transfer in intact living … | actives 0.098% (n = 340,000) | AID 743397 | inhibition, % at 12.3 µM | HEK cells, CFP/YFP FRET ICDI-IQ, plate reader, 10 min; percent FRET-ratio fall versus neutral wells;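 active means mean replicate inhibition of at least 30% and at least 1% of replicates passing that level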;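 further: 0% = median of the neutral control wells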
iPSC survival up: hiPSC single-cell survival enhancement. AID 602274. ATPlite luminescence; 100% = ROCK inhibitor wells, 0% = DMSO. actives 0.044% (n = 360,000). survival enhancement, % at 20 µM; in the data active means survival enhancement above about 18%;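 further: cells exposed to compounds for 16 hours before the ATP read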
Exocytosis inh: blocks lytic granule exocytosis. TALL-104 LAMP-1 surface exposure, flow cytometry; cells stimulated with thapsigargin and PMA. inhibition, % at 10 µM. actives 0.66% (n = 360,000);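 active means inhibition above about 55%, limit read from the data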
TRPM1 prom inh: reduces MITF-dependent TRPM1 promoter luciferase signal; SK-MEL-5 TRPM1 promoter luciferase, 24 h; inhibition, % at 12.5 µM; actives 0.83% (n = 330,000);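 active means mean inhibition across replicates of 60% or more, whatever share of single replicates reaches that level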; further: values of inactives mirror those of a sister screen read the other way
Vif inh: inhibitors of HIV Vif. AID 602346. actives 0.35% (n = 340,000). HEK293T cells, Vif self-association by quenched fluorescence, imaging, 24 h. inhibition, % at 7.49 µM; in the data active means inhibition above about 50%, passing the limit was not always enough; further: some results filed as inactive read as strong as hits
Peg3 prom inh: inhibitors of Peg3 promoter; HeLa PEG-Prom luciferase reporter, luminescence, overnight; inhibition, % at 20 µM; actives 1.7% (n = 360,000);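 active means inhibition of at least 50% at 20 µM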
aDG glyco act: increases alpha dystroglycan glycosylation | Pro5-aDG cells, alpha-DG glycosylation AlphaScreen (IIH6); 0% Pro5, 100% B10-LARGE cell signal | activation, % at 10 µM | actives 0.22% (n = 360,000) | AID 624168;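 active means activation of at least 8% versus controls, or a plate z-score of at least 8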;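 further: Pro5 are CHO cells carrying HIG-tagged alpha-DG that lacks glycosylation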
PDI turbidity: inhibitors of human protein disulfide isomerase. P07237. PDI insulin aggregation turbidity, A650, 90 min. inhibition, % at 10 µM. actives 0.052% (n = 350,000);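 active means mean inhibition across replicates of 30% or more, whatever share of single replicates reach that level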;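 further: absorbance from insulin aggregation driven by PDI reduction with DTT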
Target sequence (P07237 whole entry, looked up): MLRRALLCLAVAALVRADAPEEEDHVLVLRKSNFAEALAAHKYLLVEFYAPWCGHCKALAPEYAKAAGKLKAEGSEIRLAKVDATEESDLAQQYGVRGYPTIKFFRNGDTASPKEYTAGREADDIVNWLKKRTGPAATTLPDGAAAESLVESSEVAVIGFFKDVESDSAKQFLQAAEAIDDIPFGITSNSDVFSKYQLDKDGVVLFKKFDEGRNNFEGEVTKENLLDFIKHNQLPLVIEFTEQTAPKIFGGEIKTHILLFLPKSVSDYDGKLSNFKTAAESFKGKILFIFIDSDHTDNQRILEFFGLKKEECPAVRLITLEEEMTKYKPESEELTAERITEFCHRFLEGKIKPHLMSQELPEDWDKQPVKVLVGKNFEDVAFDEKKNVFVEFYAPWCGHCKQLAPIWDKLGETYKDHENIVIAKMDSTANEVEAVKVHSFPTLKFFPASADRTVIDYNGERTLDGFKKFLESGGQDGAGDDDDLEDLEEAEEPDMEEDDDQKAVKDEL
NR2E3 ag-2: agonists of human nuclear receptor NR2E3. actives 0.12% (n = 320,000). AID 2300. Q9Y5X4. inhibition of corepressor binding, % at 4.78 µM. GST-NR2E3/biotin-RetCOR TR-FRET, 1536-well;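 active means percent inhibition above the cutoff of mean plus 3 SD of all tested compounds, set per screening campaign, cut at about 20% in these data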;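 further: 0% = DMSO wells and 100% = biotin wells as full block of FRET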
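Material: NR2E3–RetCOR corepressor complex / Incubation: Compound–protein incubation for 5 h at 4 °C / Dosing: compound at 4.8 µM, single dose / Detection: time-resolved FRET / Benchmarks: high control biotin, low control 0.6% DMSO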
Starred values were filed as active, the others as inactive; · = no result given.

SMILES | NR2E3 ag-1 | HIF-2a inh | CaV13 FRET inh | iPSC survival up | Exocytosis inh | TRPM1 prom inh | Vif inh | Peg3 prom inh | aDG glyco act | PDI turbidity | NR2E3 ag-2
Clc1ccc(-c2cn3c(n2)CCC3)cc1 | -79 | -271 | -1 | -2.9 | 0 | -90 | 1 | -319 | 0.6 | -4 | -1
Cc1ccc(S(=O)(=O)n2ccc3c(OCCOCCSCC(NC(=O)OC(C)(C)C)C(=O)O)cccc32)cc1 (configuration not stated) | 6 | 17 | -20 | -0.1 | -15 | 5 | 0 | 27 | 0.0 | 4 | 2
C=CCN(c1ccccc1)S(=O)(=O)c1cccc(C(=O)N2CC(C)CC(C)C2)c1 (configuration not stated) | -6 | 5 | · | 0.2 | 17 | 10 | -37 | 4 | 0.6 | -2 | 4
CCOC(=O)C(CC)n1nc(C)n2c(cc3occc32)c1=O (configuration not stated) | -4 | -6 | -4 | 1.4 | 1 | 11 | 0 | 13 | -0.1 | -2 | 2
O=C(CSc1nc2ccccc2[nH]1)NCc1ccc(F)cc1 | -19 | -27 | -5 | 0.7 | -10 | -1 | 10 | -16 | 0.0 | 8 | 1
COc1c2c(nc3ccccc13)OC(C(C)(O)CO)C2 (configuration not stated) | -2 | 9 | -7 | -0.1 | 4 | -9 | 12 | 0 | 2.5 | 9 | 5
CC(C)(C)[C@@H]1COC(=O)[C@H](Cc2ccc(F)cc2)C/C=C\C[C@H](CC(=O)N(CCO)Cc2ccccc2)C(=O)N1 | -2 | 3 | -3 | -3.6 | -4 | 19 | -22 | 14 | 0.2 | 6 | ·
CC(C)NS(=O)(=O)c1ccc(NC(=S)NC(=O)c2ccc(-c3ccccc3)cc2)cc1 | 10 | -12 | -3 | -2.0 | 1 | -13 | · | 4 | 3.3 | 2 | -2
CCN(c1ccccc1)S(=O)(=O)c1cccc(C(=O)NCC(c2ccco2)N2CCCC2)c1 (configuration not stated) | -17 | 0 | -3 | -0.1 | 16 | 5 | · | -3 | 0.2 | -3 | 2
CCCCN(C)C(=O)c1cn(C)c2ccc(S(=O)(=O)N(C)C)cc2c1=O | -9 | 3 | -10 | -3.3 | 0 | 8 | 3 | -1 | 0.1 | · | 3
CCCCCOc1ccc(NC(=O)C(=O)NCCC2=CCCCC2)cc1 | 16 | 0 | · | 14 | 4 | -8 | 8 | 12 | 0.0 | -1 | 2
CN(CC(=O)Nc1cc(Cl)cc(Cl)c1)Cc1cccs1 | -18 | 0 | -4 | 0.5 | 15 | -13 | -7 | -12 | -0.1 | 2 | -2
CC1CN(C(=O)COC(=O)c2cccc(NS(=O)(=O)c3ccccc3)c2)CC(C)O1 (configuration not stated) | 6 | 10 | -6 | -0.4 | -1 | -3 | 3 | 19 | -0.1 | -6 | 9
O=C(c1ccc(Cl)c(S(=O)(=O)N2CCOCC2)c1)N(Cc1nnc(-c2ccccc2Cl)o1)C1CC1 | 9 | -19 | -6 | -0.4 | 6 | -2 | -13 | -7 | 0.2 | 8 | 3
CN1CCN(c2nc(-c3cc4ccccc4o3)cs2)CC1 | -45 | -60 | -5 | 3.8 | 1 | -29 | 7 | -30 | -0.1 | 0 | 2
Cc1ccccc1-c1ccc2c(c1)O[C@@H](CN(C)C(=O)Nc1ccc(C(F)(F)F)cc1)[C@H](C)CN([C@@H](C)CO)S2(=O)=O | -18 | -6 | -2 | 2.9 | 19 | · | -26 | 29 | 0.7 | 4 | ·
CCN(CC)S(=O)(=O)N1CCC(C(=O)NCc2ccc3c(c2)OCO3)CC1 | 5 | 12 | -3 | 2.0 | -1 | -5 | -18 | 5 | 0.0 | -6 | 0
CCC1Oc2ccccc2N(CC(=O)NCCC2=CCCCC2)C1=O (configuration not stated) | -5 | -4 | -9 | -1.4 | -1 | 1 | -6 | 5 | 0.1 | 7 | 2
CCCN=C1N(CC)C[C@@H]2[C@@H]3C(=O)N(Cc4ccccc4)C(=O)[C@@H]3[C@](Cc3ccccc3)(C(=O)OC)N12 | -1 | 7 | -5 | 0.2 | -1 | 2 | 4 | -4 | 0.2 | 3 | ·
C/C(=N/OC(=O)C1CC1)c1cc(-c2ccc(Cl)cc2)no1 | -121 | -334 | -5 | -0.4 | -2 | -77 | 11 | -280 | 0.5 | -3 | 2

2 compounds from above, reduced to TRPM1 prom inh, iPSC survival up and NR2E3 ag-1.
smiles,TRPM1 prom inh,iPSC survival up,NR2E3 ag-1
CCN(c1ccccc1)S(=O)(=O)c1cccc(C(=O)NCC(c2ccco2)N2CCCC2)c1 (configuration not stated),5,-0.1,-17
Cc1ccc(S(=O)(=O)n2ccc3c(OCCOCCSCC(NC(=O)OC(C)(C)C)C(=O)O)cccc32)cc1 (configuration not stated),5,-0.1,6

Other entries:
SMILES | NR2E3 ag-1 | HIF-2a inh | CaV13 FRET inh | iPSC survival up | Exocytosis inh | TRPM1 prom inh | Vif inh | Peg3 prom inh | aDG glyco act | PDI turbidity | NR2E3 ag-2
CC1CCCC(C)N1C(=O)c1ccc(CS(=O)(=O)c2ccccc2)cc1 (configuration not stated) | -6 | -19 | -5 | 0.3 | -1 | 2 | -6 | -7 | -0.3 | 4 | 1
CCc1cccc(C)c1NC(=O)COC(=O)CCn1c(C)csc1=O | 0 | 16 | -9 | 0.3 | -4 | · | · | 9 | -0.1 | -9 | ·
CCN1/C(=c2/s/c(=C3/C(=O)N(c4ccccc4)N=C3C)n(CC)c2=O)C=Cc2ccccc21 | -23 | 17 | 2 | 0.6 | -2 | 12 | 2 | 14 | 0.0 | 3 | -2
O=C(COC(=O)c1ccccc1C(=O)c1ccc(Cl)cc1)NCCc1ccccc1 | -11 | 6 | -18 | 1.1 | 6 | -5 | -4 | 15 | 0.2 | -4 | -1
C[C@H](NC(=O)c1nc[nH]c1C(=O)N[C@@H](C)c1ccccc1)C(=O)OC(C)(C)C | -18 | 3 | -12 | -1.1 | -3 | 10 | -3 | 9 | 0.3 | 3 | 3
COc1cc(OC)cc(C(=O)N[C@H](C(=O)Nc2nc(-c3ccc(OC)c(OC)c3)cs2)C(C)C)c1 | 18 | 10 | -3 | -0.4 | -4 | -2 | · | 31 | -0.1 | 12 | 0
O=C(O)C1=NN(c2ccccc2)C(=O)CC1 | -8 | 14 | -2 | -0.8 | -7 | 0 | 2 | 3 | 0.1 | 12 | -2
CC(=O)Nc1cccc(-c2ccnc3c2CC(C(=O)Nc2cccnc2)O3)c1 (configuration not stated) | 17 | 14 | -6 | 2.0 | -3 | · | 5 | 4 | -0.3 | -2 | ·
COC(=O)[C@H](Cc1ccccc1)NC(=O)NCC1CCCO1 (some centres not stated) | -4 | 4 | -8 | 3.2 | -1 | 13 | 5 | 15 | -0.3 | 11 | 4
CCCCCCC(=O)N/N=C/Cc1ccccc1 | 9 | -6 | -1 | 1.5 | -2 | -1 | -7 | 2 | 1.1 | 0 | -1
O=C(CSc1ncccn1)N/N=C/c1cccc(OC2CSC2)c1 | -8 | -2 | 2 | 0.1 | -1 | 9 | -4 | 13 | -0.1 | 12 | -3
Cc1ccc(NC(=O)C2CCN(C(=O)c3ccco3)CC2)cc1 | 1 | 12 | -7 | 0.1 | 1 | 3 | 9 | -3 | 0.1 | 2 | -1
CN1CCc2c(sc3c2C(=O)NC(c2ccccn2)N3)C1 (configuration not stated) | 10 | -31 | 9 | 1.5 | 1 | -1 | 25 | -43 | -0.3 | 2 | 3
CC(C)CC1NC(=O)c2cc3ccccc3cc2-n2c1nc1ccc(Cl)cc1c2=O (configuration not stated) | 2 | 19 | -5 | -2.4 | 6 | · | -8 | 14 | -0.1 | 0 | ·
CN1C(=S)SC(/[N+]([O-])=C/c2c(F)cccc2Cl)C1(C)C (configuration not stated) | -3 | 19 | -4 | -0.9 | -6 | · | -3 | 6 | -0.1 | 0 | 5
Cc1ccc(C2=NN(C(=O)C3CCCO3)C(c3ccco3)C2)cc1 (configuration not stated) | -20 | -41 | -3 | -0.6 | -3 | 9 | -1 | -13 | 1.3 | 11 | 0
CCOC(=O)C1=C(COC(=O)CNC(=O)c2cc(OC)c(OC)c(OC)c2)NC(=O)NC1C (configuration not stated) | -24 | -4 | -13 | 0.2 | 12 | 0 | 5 | 8 | 0.0 | -1 | -2
CCc1nc2ccc(C(=O)N3CCN(c4ccccc4)CC3)cc2nc1CC | 5 | -1 | -14 | 0.1 | 1 | -3 | 12 | 10 | 0.3 | -3 | -2
Cc1cccc(C)c1NC(=O)CN(C)C(=O)CN1C(=O)NC(C)(C)C1=O | 7 | 1 | -6 | -0.4 | 0 | 3 | -3 | 6 | -0.1 | -9 | 1
CCCCOc1c(Br)cc(/C=C2\N=C(C)OC2=O)cc1OCC | -23 | 0 | -8 | -1.2 | 4 | 3 | -3 | 12 | 0.1 | 8 | -2

Nothing new here: 5 of the compounds above.
SMILES | NR2E3 ag-1 | HIF-2a inh | CaV13 FRET inh | iPSC survival up | Exocytosis inh | TRPM1 prom inh | Vif inh | Peg3 prom inh | aDG glyco act | PDI turbidity | NR2E3 ag-2
Cc1ccc(C2=NN(C(=O)C3CCCO3)C(c3ccco3)C2)cc1 (configuration not stated) | -20 | -41 | -3 | -0.6 | -3 | 9 | -1 | -13 | 1.3 | 11 | 0
CCOC(=O)C1=C(COC(=O)CNC(=O)c2cc(OC)c(OC)c(OC)c2)NC(=O)NC1C (configuration not stated) | -24 | -4 | -13 | 0.2 | 12 | 0 | 5 | 8 | 0.0 | -1 | -2
CCc1nc2ccc(C(=O)N3CCN(c4ccccc4)CC3)cc2nc1CC | 5 | -1 | -14 | 0.1 | 1 | -3 | 12 | 10 | 0.3 | -3 | -2
Cc1cccc(C)c1NC(=O)CN(C)C(=O)CN1C(=O)NC(C)(C)C1=O | 7 | 1 | -6 | -0.4 | 0 | 3 | -3 | 6 | -0.1 | -9 | 1
CCCCOc1c(Br)cc(/C=C2\N=C(C)OC2=O)cc1OCC | -23 | 0 | -8 | -1.2 | 4 | 3 | -3 | 12 | 0.1 | 8 | -2

Remaining list, next part:
SMILES | NR2E3 ag-1 | HIF-2a inh | CaV13 FRET inh | iPSC survival up | Exocytosis inh | TRPM1 prom inh | Vif inh | Peg3 prom inh | aDG glyco act | PDI turbidity | NR2E3 ag-2
Cc1ccccc1NC(=O)c1sc(NC(=O)COc2ccccc2)c(C#N)c1C | -10 | -11 | -4 | -0.9 | 0 | 9 | -2 | 27 | 0.2 | -2 | 2
O=C(CN1CCOCC1)NC1CC2CCC1C2 (configuration not stated) | -2 | 14 | · | -0.6 | 6 | -13 | 0 | -2 | -0.1 | 8 | 0
CC(=O)Nc1ccc(N(C(=O)c2ccco2)C(C(=O)NC2CCCC2)c2ccc(N(C)C)cc2)cc1 (configuration not stated) | -22 | 4 | -2 | 0.0 | 6 | -5 | 14 | 14 | 0.0 | 10 | 2
O=C(Cn1c2ccc(F)cc2c2nc3n(c(=O)c21)CCS3)N1CCCC1 | 16 | 14 | · | -0.5 | -4 | -7 | 3 | -3 | -0.1 | 1 | -3
